Screens (PubChem BioAssay)
PLC-beta3 inh: blocks human PLC-beta3 enzyme activity; Purified PLC-beta3, fluorogenic substrate, fluorescence; 0.18% of 370,000 active; inhibition, % at 12.2 µM; AID 720704; in the data active = inhibition above about 11%;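 note: 0% = median of compound wells on plate and 100% = full blocker control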
PG9 Ab binder: PG9 antibody binding by small molecule; TR-FRET gp120-PG9 antibody binding; inhibition, % at 6.7 µM; 0.43% of 360,000 active; AID 624416; in the data active = inhibition above about 8.5%
sPLA2-III inh: Inhibits HGIII-sPLA2 liposome hydrolysis, primary screen | Q9NZ20 | inhibition, % at 12.2 µM | 0.56% of 370,000 active | QFRET BODIPY PC-A2 liposome hydrolysis, fluorescence;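 active = inhibition above mean plus 3 SD of compounds lying within the high and low control bounds, cut at about 19% in these data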;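 note: 0% = median of test compound wells and 100% = no enzyme DMSO wells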
hgDAF12 agonist: agonists of H. glycines DAF-12 nuclear receptor; HEK293 GAL4-hgDAF12 UAS-luciferase reporter, agonist luminescence; normalized to butyrate control; activation, % at 6.8 µM; 1.8% of 370,000 active;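 active = activation above a cutoff set at the mean of all screened compounds plus 3 SD, cut at about 10% in these data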;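 note: 0% = DMSO wells and 100% = sodium butyrate wells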
DAX1 inh-1: DAX1 (NR0B1) inhibition, primary screen; 1.1% of 370,000 active; HEK293T StAR-luciferase reporter, SF-1/DAX-1 repression relief; inhibition, % at 6.8 µM; AID 652010;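 active = inhibition above the mean over all tested compounds plus 3 SD, cut at about 3.6% in these data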;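 note: 0% = DAX-1 cells with DMSO and 100% = cells lacking DAX-1 with DMSO; higher inhibition means more luminescence from relief of DAX-1 repression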
DAX1 inh-2: NR0B1 (DAX1) inhibition. inhibition, % at 6.75 µM. 0.99% of 340,000 active. HEK293 Gal4-DAX1 luciferase reporter, luminescence. AID 504766;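 active = inhibition above the mean over all tested compounds plus 3 SD, cut at about 4.2% in these data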;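 note: 0% = DAX1-transfected cells with DMSO and 100% = empty-vector control cells with DMSO; inhibition shows as a rise in luminescence from relieved DAX1 repression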
Target sequence (P51843 207-470 limits assumed): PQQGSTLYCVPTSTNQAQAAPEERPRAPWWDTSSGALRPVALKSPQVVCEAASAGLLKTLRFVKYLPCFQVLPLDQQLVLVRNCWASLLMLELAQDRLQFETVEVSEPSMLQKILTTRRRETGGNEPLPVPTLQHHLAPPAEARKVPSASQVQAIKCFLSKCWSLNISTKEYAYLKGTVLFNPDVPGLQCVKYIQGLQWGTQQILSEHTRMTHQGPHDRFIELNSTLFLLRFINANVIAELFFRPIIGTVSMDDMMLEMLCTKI
NR1D1 modulator: modulates human Rev-erb alpha binding to DNA; P20393; Rev-erbα–FITC-DNA binding, fluorescence polarization, 90 min; activity, % at 10 µM; 0.79% of 370,000 active; AID 1259318;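 active = activity above about 14%, limit read from the data; passing the limit was not always enough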;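 note: 0% = DMSO wells with 35 nM protein and 100% = DMSO wells with 750 nM protein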
Target sequence (P20393 whole entry, looked up): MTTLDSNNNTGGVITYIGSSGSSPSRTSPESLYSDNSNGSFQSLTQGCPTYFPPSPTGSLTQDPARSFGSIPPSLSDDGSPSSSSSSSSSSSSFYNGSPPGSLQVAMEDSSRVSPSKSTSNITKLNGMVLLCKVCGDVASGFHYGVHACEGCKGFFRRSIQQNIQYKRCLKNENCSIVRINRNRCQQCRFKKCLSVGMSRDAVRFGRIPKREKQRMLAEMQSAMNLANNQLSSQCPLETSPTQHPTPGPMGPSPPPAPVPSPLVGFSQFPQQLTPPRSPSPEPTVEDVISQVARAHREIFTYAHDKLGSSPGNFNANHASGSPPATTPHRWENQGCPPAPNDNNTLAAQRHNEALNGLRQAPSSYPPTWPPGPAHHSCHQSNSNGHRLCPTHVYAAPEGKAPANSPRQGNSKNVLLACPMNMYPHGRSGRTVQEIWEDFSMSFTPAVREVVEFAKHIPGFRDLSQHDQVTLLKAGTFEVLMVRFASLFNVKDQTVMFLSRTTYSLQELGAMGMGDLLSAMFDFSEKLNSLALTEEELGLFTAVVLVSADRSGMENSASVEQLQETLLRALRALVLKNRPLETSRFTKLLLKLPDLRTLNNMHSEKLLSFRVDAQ
ssDAF12 agonist: S. stercoralis DAF-12 activation, primary screen | HEK293 ssDAF-12/GRIP1 lit1-tk-luc reporter, luminescence; % of 3 µM dafachronic acid response | activation, % at 6.8 µM | 1% of 370,000 active | AID 652126;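 active = activation above the mean over all tested compounds plus 3 SD, cut at about 0.9% in these data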;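 note: 0% = DMSO-only wells and 100% = 3 µM delta7-dafachronic acid wells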
FXN GAA850 act: frataxin GAA850 promoter activation. activation, % at 6 µM. 0.56% of 360,000 active. HEK293 lucGAA850 FXN promoter luciferase reporter, 24 h; percent of 10 µM SAHA response;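 active = activation above the average of all compounds screened plus 3 SD, cutoff fixed separately per campaign, cut at about 7.5% in these data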;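 note: 0% = DMSO wells and 100% = 10 µM SAHA wells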
SMARCA2 act: increases SMARCA2 function in MMTV reporter cells. MG213 cells, MMTV-luciferase reporter, dexamethasone, overnight. activation, % at 9.1 µM. 1% of 370,000 active. AID 652017; in the data active = activation above about 7.8%;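 note: 0% = vehicle wells and 100% = reference activator wells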
hcDAF-12 act: activates DAF-12 receptor from parasite H. contortus | HEK293 hcDAF-12 lit1-tk-luc reporter, luminescence; 0% DMSO, 100% Δ7-dafachronic acid | activation, % at 6.8 µM | 1.4% of 370,000 active | AID 652067;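 active = activation above the mean of all tested compounds plus 3 SD, cut at about 5.5% in these data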;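 note: 100% = response to 3 µM Δ7-dafachronic acid high control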
* hit, by the source's call; nt = not tested or not shown.

compound	PLC-beta3 inh	PG9 Ab binder	sPLA2-III inh	hgDAF12 agonist	DAX1 inh-1	DAX1 inh-2	NR1D1 modulator	ssDAF12 agonist	FXN GAA850 act	SMARCA2 act	hcDAF-12 act
O=C(CN1CCN(S(=O)(=O)c2cccc(Cl)c2)CC1)NCC1(N2CCOCC2)CCCCC1	-3	0.1	8	-1.4	-2.2	0.8	0	-0.7	-1.7	-2	1.3
Cc1ccc(Cl)cc1NC(=O)CCNC(=O)N1CC(=O)Nc2ccccc21	-5	0.8	-1	5.8	0.4	0.5	4	-1.2	-1.7	3	-0.2
COc1cccc(N2CC(C(=O)Nc3nnc(SCC(=O)NCc4ccco4)s3)CC2=O)c1 (stereo not drawn)	-14	-1.5	-5	2.7	0.2	0.0	-4	-1.6	2.6	-1	1.3
O=C(Cn1cnc2c(oc3ccccc32)c1=O)N1CCCC1	-8	-2.2	2	7.0	1.9	2.7	4	-0.9	2.4	-2	2.0
COc1ccc2c(c1)CCCN2C(=O)C1CCCN(S(=O)(=O)c2cccs2)C1 (stereo not drawn)	1	nt	-5	3.4	-0.6	nt	4	-1.1	nt	1	-2.8
COc1ccc(N2CCN(C(=O)CCc3nnc4ccc(N5CCOCC5)nn34)CC2)cc1	-5	-1.4	3	-0.7	-1.1	0.2	8	-0.9	2.3	2	-0.7
Cc1csc(Nc2ccccc2)[n+]1-c1ccccc1	-1	-1.9	1	-0.2	-0.7	0.4	4	-1.4	2.0	-2	-0.9
Cc1ccc(/C=C/C(=O)O)cc1S(=O)(=O)NC1CCS(=O)(=O)C1 (stereo not drawn)	8	-2.9	6	6.0	0.8	-0.3	5	-1.2	3.0	-2	-0.5
O=C(NCc1ccncc1)NC12CC3CC(CC(C3)C1)C2	-8	0.4	0	-2.1	-0.2	-0.8	-3	-2.0	0.9	-2	-1.2
Fc1ccc(CNc2cnccn2)cc1	-192	0.5	3	0.0	-0.1	1.2	-3	-1.2	-0.1	-4	-1.6
CCOc1cc(N2CCOCC2)c(OCC)cc1NC(=O)CSc1ncccn1	3	-1.0	1	-1.8	-0.2	-0.4	0	-1.4	2.7	-1	-2.4
Cc1cc(NC(=O)CSc2nnnn2-c2ccc(F)cc2)no1	4	-2.8	-2	1.4	0.1	-0.2	5	-1.0	0.9	-1	-1.1
COCCn1c(CN2CCN(C(c3ccccc3)c3ccccc3)CC2)nc2c1c(=O)n(C)c(=O)n2C	-4	0.6	-2	-1.1	0.1	-0.7	9	-0.9	0.7	1	-1.4
Cc1nc2ccccc2c(=O)n1NC(=O)/C=C/c1ccccc1	4	-1.1	1	-0.1	-0.2	-0.3	-2	-1.2	0.7	-2	1.4
Cc1ccc(S(=O)(=O)/C(C#N)=C/c2c(N3CC(C)OC(C)C3)nc3c(C)cccn3c2=O)cc1 (stereo not drawn)	-8	-3.6	-5	0.5	-0.8	-0.2	-6	-0.9	4.3	2	-0.6
NC1=NC(=O)C(Cc2ccc(Br)cc2)S1 (stereo not drawn)	-3	-5.4	1	1.7	0.1	0.8	2	-0.2	-0.3	4	-1.6
O=C(NCCCN1CCN(c2ccccc2)CC1)Nc1ccccc1C(F)(F)F	1	-2.7	0	-0.2	1.1	-0.5	-5	-0.8	0.2	3	-2.1
CCc1cc2c(=O)c(-c3nc(C)cs3)coc2cc1OC(C)C(=O)NCCO (stereo not drawn)	-2	-1.4	3	-3.2	0.2	0.0	-3	-0.8	2.0	1	0.6
C#CCOCCOCCOCCNc1nc(N2CCN(C(=O)C([C@@H](C)O)n3cc([C@@H](N)CCCCN)nn3)CC2)nc(N2CCN(C(=O)[C@H](CCCCN)n3cc([C@@H](N)[C@H](C)CC)nn3)CC2)n1 (stereo partly drawn)	-2	1.7	6	-1.2	1.0	-2.1	1	-0.9	0.9	-4	-1.1
COc1cc(C(O)c2nc(-c3ccccc3OC)cs2)ccc1F (stereo not drawn)	1	-0.4	-20	1.8	-0.4	nt	6	-1.4	1.2	-4	-1.7
CC(=O)c1cccc(NC(=O)c2ccc(C)o2)c1	-4	-1.5	14	7.0	-0.4	2.4	3	-0.8	0.7	-1	-1.4
CS(=O)(=O)N(CC(=O)Nc1ccccc1C(=O)N1CCCC1)c1ccccc1Br	-4	-1.6	10	0.0	-0.3	-0.8	-2	-1.3	-1.2	-1	0.0
CCc1nc2ccc(C(=O)NCc3ccccc3OC)cn2c1N(C)Cc1ccc(OC)cc1	-16	-1.2	-7	-3.7	0.2	nt	-3	-1.8	-5.0	-1	-2.9
N#CCCN(C(=O)CSc1nnc(-c2ccncc2)n1C1CC1)c1ccccc1	0	1.4	3	0.5	0.4	0.2	2	-1.2	0.2	0	2.0
CC(=O)c1ccc(NC(=O)CSc2nc(=O)cc(N)n2-c2ccccc2)cc1	-5	0.1	4	6.2	0.3	1.3	7	-0.8	2.1	8.6*	3.8
Cc1ccc(NC(=O)C2C3C=CC(O3)C2C(=O)O)cc1C (stereo not drawn)	-8	-1.3	0	1.7	0.2	3.0	1	-0.1	1.5	1	2.8
Cc1cc(NC(=O)c2ccccc2O)nc(C)n1	-26	-1.7	-3	-1.8	-0.1	-0.6	3	-0.2	0.3	1	7.7*
CN(CCc1ccccc1)C(=O)c1ccc(NC(=O)Cc2ccc(NC(=O)C3CCCN(C(=O)C4CCC4)C3)cc2)cc1 (stereo not drawn)	2	0.0	-25	-0.5	-3.9	-2.0	-1	-2.1	-2.6	-5	-2.5
CC(C)NC(=O)CN1C(=O)c2cccc3cccc1c23	-336	-2.6	-1	1.8	0.3	1.6	3	-0.7	2.5	-1	-1.9
CC1=NN(C(=O)c2ccccc2Br)C(O)(c2ccc(Cl)cc2)C1 (stereo not drawn)	-7	-2.0	-7	0.5	-0.4	1.2	11	-1.1	1.9	0	1.1
CCC(C)N1C(=O)C2C(C(=O)Nc3cccc(OC)c3)C3C=CC2(O3)C1C(=O)NC1CCCCC1C (stereo not drawn)	2	1.8	7	-2.9	-1.0	-1.2	-2	-1.4	-1.3	-5	-0.2
CC(=O)N1CCCc2cc(S(=O)(=O)NC(C(=O)NC(C)c3ccccc3)C(C)C)ccc21 (stereo not drawn)	1	0.4	2	-1.7	0.0	-0.6	4	-1.2	0.5	-5	-0.5
CN(C(=O)COC(=O)c1ccccc1SCC(=O)NC1CCCCCCC1)C1CCS(=O)(=O)C1 (stereo not drawn)	3	-2.6	-3	-0.7	-0.4	-0.8	7	-1.3	0.1	7	-1.6
Cc1cc(=O)oc2c1c(C(F)(F)F)nn2-c1ccccc1	-3	-1.9	-5	0.9	0.5	nt	-3	-1.5	-1.1	1	-0.1
CCCN1CNc2c(c(=O)[nH]c(=S)n2-c2ccc(Cl)cc2)C1	-5	-0.4	1	-2.6	2.6	1.2	3	-1.1	-0.6	3	0.0
COc1ccccc1NC(=O)CSc1nc2n[nH]c(C)c2c(=N)n1-c1ccccc1Cl	-1	2.3	-5	-1.4	-1.9	-1.9	0	-1.1	-3.5	-1	-1.1
O=C(Oc1ccc(-c2nc(-c3ccccn3)no2)cc1)c1ccccc1	2	1.0	1	11*	2.6	1.6	-12	-0.6	3.5	5	0.9
NNC(=O)Cn1c(-c2ccccc2)cc(=O)n2ncnc12	-8	-2.0	2	-0.8	0.4	-1.5	-1	-1.3	1.3	-1	-0.5
CC1(C)[C@H]2CC[C@]1(C)[C@@H](OC(=O)C[N+]1(C)CCOCC1)C2	-5	1.6	13	1.4	0.1	0.0	-9	-1.0	2.1	-4	-0.8
O=C(O)c1ccc(NC(=S)NC(=O)c2cccnc2)cc1	-6	0.9	6	-2.0	0.0	-0.1	5	-1.2	0.2	-3	-0.5
CC(C)CN(C(=O)COC(=O)c1ccccc1SCC(=O)NC1CCCCCC1)C1CCS(=O)(=O)C1 (stereo not drawn)	1	-1.6	-5	0.7	0.0	0.8	-4	-1.5	2.5	-2	1.6
c1ccc2[nH]c(Cn3nnc4ccccc43)nc2c1	1	-3.2	-4	-0.3	-0.2	1.3	0	-1.1	1.3	0	0.5
Nc1nc(-c2cccs2)c(NC(=O)c2ccccc2)s1	-1	-5.3	14	0.2	0.5	2.1	1	-0.9	1.0	-3	0.4
COc1ccc(C(CNC(=O)Cc2cccs2)N(C)C)cc1 (stereo not drawn)	-9	-0.3	-1	4.0	0.1	-1.6	5	-0.9	1.4	2	-1.1
O=C(/C=C/c1ccco1)NC(=S)Nc1ccc(O)c(-c2nc3ccccc3s2)c1	-154	-0.2	-4	3.6	-0.3	-0.8	-2	-1.0	3.3	-2	0.3
Cc1ccc2oc3c(c(=O)c2c1)C(c1cccc(Br)c1)N(Cc1ccco1)C3=O (stereo not drawn)	2	6.9	3	0.1	-0.3	0.7	10	-1.2	-0.6	-4	-1.1
COc1ccc(CN2CCC(CNC(=O)NCc3ccccc3)CC2)cc1	2	nt	1	-1.4	1.4	nt	0	-1.2	nt	-2	-1.5
COc1ccccc1N1CCN(C(=O)Cc2ccc(Cl)cc2)CC1	-1	-1.3	9	-1.0	-0.2	-0.2	0	-0.9	1.4	-1	-0.4
O=C(CSc1nc2ccccc2c(=O)n1CCCN1CCOCC1)N1CCN(c2ccccc2)CC1	-8	1.0	2	-0.1	-0.7	-0.8	-2	-2.0	2.6	-4	-0.6
CNC(=O)c1sccc1SCc1ccc(Cl)cc1Cl	-2	0.5	-3	-1.0	-0.9	1.0	9	-1.8	-3.3	-1	-2.6
Cc1ccc(C(=O)COC(=O)C2CC3CCCC(C2)C3=O)cc1[N+](=O)[O-] (stereo not drawn)	-2	0.6	-5	1.1	-0.2	0.1	1	-0.6	0.4	-2	0.4
CCOCCCN(C(=O)Cn1nnc(-c2ccc(C)o2)n1)C(C(=O)NC1CCCC1)c1ccco1 (stereo not drawn)	-5	-1.0	-14	0.9	-0.1	0.0	0	-1.1	-0.9	-3	-0.8
CNC(C)C(=O)NC(C(=O)N1CCCC1C(=O)NC1CCCc2ccccc21)C(C)C (stereo not drawn)	4	-0.4	7	-4.0	-0.8	0.6	-3	-1.1	5.3	1	-2.9
CCCN1CCC(=O)N(CCSc2ccccc2)CC1	2	-0.6	-4	11*	1.4	3.7	0	-0.5	3.0	4	2.6
CC(=O)NCc1ccc(-c2nc3ccccc3s2)cc1	-18	0.9	0	15*	6.9*	0.7	-4	-0.8	3.3	3	4.0
CCCOc1cccc(-c2cc(C(=O)N/N=C/c3cccnc3)c3ccccc3n2)c1	-28	-3.8	-8	1.3	-3.1	-0.6	4	-1.4	-0.1	-1	-2.3

Not a hit list. Share with any hit: about 7%.
